HIF act: HIF pathway transcriptional activation; AID 1910; hit rate 0.32% among 300,000; activation, % at 7.5 µM (by protocol); U2OS HRE-luciferase reporter, luminescence; normalized: DMSO 0%, desferrioxamine 100%;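 active = mean activation of at least 10% of the iron chelator positive control signal, with at least half of replicates also reaching 10%; inconclusive = mean and replicate majority disagree about reaching 10%; inactive = mean and most replicates under 10%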
HSP90 refold inh: blocks HSP90-mediated luciferase refolding in reticulocyte lysate | hit rate 0.91% among 290,000 | AID 1789 | Rabbit reticulocyte lysate, luciferase refolding luminescence, 3 h | inhibition, % at 5.6 µM;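 active = inhibition above the screen-wide mean plus 3 SD, computed separately per campaign, cut at about 16% in these data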;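 note: 0% = DMSO wells and 100% = 60 µM geldanamycin wells; inhibitors lower the luminescence because luciferase stays unfolded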
KLF5 inhibitor: inhibitors of KLF5 expression | DLD-1 KLF5 promoter-luciferase reporter, luminescence | inhibition, % at 5 µM | hit rate 0.23% among 290,000;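 active = inhibition above a per-plate limit of that plate's mean compound inhibition plus 3 SD, cut at about 60% in these data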;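 note: 0% = DMSO wells and 100% = LY294002 at 200 µM; higher means less KLF5 promoter-driven luciferase light; inactives centre near -14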
Platelet DG rel: modulates dense granule release in human platelets | inhibition, %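 (compounds screened at 7.5 µM in platelet-rich plasma)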 | hit rate 0.22% among 300,000 | human platelet-rich plasma, SFLLRN dense granule ATP release, luminescence;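 active = mean replicate score, as percent of positive control, at or above 50; inconclusive = mean below 50 but at least one replicate at or above 50; inactive = mean and every replicate below 50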
aSyn UTR inh: 5' untranslated region of α-synuclein, MLPCN primary screen. alpha-synuclein 5'UTR reporter, inhibitor activity. inhibition, % (tested at 7.5 µM). hit rate 0.82% among 300,000; in the data active = inhibition above about 60%; inconclusive = no clear call, values can overlap the other calls;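 note: H4 neuroglioblastoma cells stably carrying SNCA 5'UTR luciferase fusion; 0% = DMSO wells and 100% = positive control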
AI-2 QS mod: modulators of Vibrio harveyi AI-2 quorum sensing system | Vibrio harveyi JMH597 AI-2 luminescence/OD600 ratio, 9 h; hits give low values; strain lacks LuxN and CqsS sensors; 0 = neutral-control median | activity change, % at 7.5 µM | hit rate 0.4% among 300,000 | AID 2094; in the data active = activity change below about -75%, passing the limit was not always enough; inconclusive = no clear call, values can overlap the other calls;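 note: luminescence divided by OD600 gain over 9 h not by final OD600 alone; inactives centre near 13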
SKKanGAS inh: inhibitors of SKKanGAS S. pyogenes growth in kanamycin (SK-promoter or general growth effect); BacTiter-Glo, 6 h; inhibition, % at 7.5 µM; hit rate 1.3% among 300,000; AID 1662;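 active = mean replicate score, as percent of positive control median, at least 50; inconclusive = mean below 50 but one replicate at or above 50; inactive = mean and every replicate below 50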;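 note: strain carries kanamycin resistance gene driven by streptokinase promoter and grows in 40 µg/ml kanamycin; loss of luminescence reflects streptokinase promoter inhibition or plain growth inhibition; 0% = median of DMSO wells and 100% = positive control at its reference dose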
IEC-6 cytotox: counter-screen for KLF5 inhibitors: cytotoxicity in IEC-6 cells; IEC-6 cytotoxicity, luminescence viability; inhibition, % at 5 µM; hit rate 0.78% among 290,000; in the data active = inhibition above about 22%;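 note: 0% = plate median of test compound wells and 100% = cytotoxic reference compound wells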
HSF1 activator: increases HSF-1 driven luciferase reporter signal; activation, % at 9 µM; AID 504408; NIH3T3-HGL HSF-1 luciferase reporter, MG132, 8 h; 100% = twice DMSO control signal; hit rate 1.7% among 300,000;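 active = mean replicate activation of at least 50% with a set share of replicates each reaching 50%; inconclusive = only one of those two conditions met; inactive = mean below 50% and too few replicates reaching it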;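 note: 0% = median of the neutral control wells and 100% = twice that signal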
HSF1 inhib: HSF1 inhibition; activity change, negative = inhibition, % at 7.5 µM (by protocol); hit rate 0.77% among 300,000; AID 2098; NIH3T3-HGL HSE-luciferase, MG132-induced, luminescence 8 h; hits give low values;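 active = more than half of replicate wells show activity change below -50%, luminescence cut by over half; inconclusive = some wells, but at most half, below -50%; inactive = no replicate well below -50%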;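 note: luciferase reports HSF-1 transcriptional activity via heat shock element; 0% = median of DMSO wells and -100% = zero luminescence signal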
Starred values were filed as active, the others as inactive. Random draw from the library; overall some 6% were active at least once.

For CCc1ccc(N(C(=O)Cc2cccs2)C(C(=O)NC2CCCCC2)c2cn(C)nc2C)cc1 (centres undefined) the results were HIF act -0.1, HSP90 refold inh -1, KLF5 inhibitor -33, Platelet DG rel -3, aSyn UTR inh -23, AI-2 QS mod -18, SKKanGAS inh 6, IEC-6 cytotox -6, HSF1 activator -5 and HSF1 inhib 5.
Screening CN1C(=O)/C(=C/c2cc3c(cc2Br)OCO3)NC1=S returned HIF act -0.5, HSP90 refold inh -1, KLF5 inhibitor -3, Platelet DG rel 1, aSyn UTR inh -42, AI-2 QS mod 4, SKKanGAS inh 32, IEC-6 cytotox -5, HSF1 activator 8 and HSF1 inhib 3.
`COc1ccc(NC(=O)CN2CCN(c3ccccc3C)CC2)cc1` gave HIF act -0.4, HSP90 refold inh 2, KLF5 inhibitor 2, Platelet DG rel -1, aSyn UTR inh -7, AI-2 QS mod 2, SKKanGAS inh -1, IEC-6 cytotox 2, HSF1 activator -6 and HSF1 inhib -2.
`CS(=O)(=O)N1CCc2cc(C(=O)N3CCN(c4cccc(Cl)c4)CC3)ccc21` gave HIF act -0.5, HSP90 refold inh -6, KLF5 inhibitor -15, Platelet DG rel -3, aSyn UTR inh 10, AI-2 QS mod 3, SKKanGAS inh 13, IEC-6 cytotox 2, HSF1 activator 0 and HSF1 inhib 9.
CCCCN(C(=O)C(C)Oc1cccc(Cl)c1)c1c(N)n(CCC)c(=O)[nH]c1=O (centres undefined) was read as HIF act -0.2, Platelet DG rel -1, aSyn UTR inh 22, AI-2 QS mod 16, SKKanGAS inh -1, HSF1 activator 14 and HSF1 inhib 2.
`COc1ccccc1OCCNC(=O)c1cc([N+](=O)[O-])cc([N+](=O)[O-])c1` gave HIF act -1.6, HSP90 refold inh 4, KLF5 inhibitor 0, Platelet DG rel -4, aSyn UTR inh -6, AI-2 QS mod 17, SKKanGAS inh -7, IEC-6 cytotox 7, HSF1 activator -58 and HSF1 inhib -50.
For Oc1c(Br)cc(Br)cc1CNc1cnc2ccccc2c1 the results were HIF act -24, HSP90 refold inh -1, KLF5 inhibitor 7, Platelet DG rel 0, aSyn UTR inh 3, AI-2 QS mod inconclusive, SKKanGAS inh 61*, IEC-6 cytotox -2, HSF1 activator 18 and HSF1 inhib -7.
CC(=O)NC(Cc1ccccc1)C(=O)NC1CCN(c2ncccc2[N+](=O)[O-])CC1 (centres undefined) was read as HIF act -0.1, HSP90 refold inh 0, KLF5 inhibitor -7, Platelet DG rel -1, aSyn UTR inh 3, AI-2 QS mod 27, SKKanGAS inh 8, IEC-6 cytotox 2, HSF1 activator 0 and HSF1 inhib -2.
`CC(=O)Nc1ccc(C(=O)CSc2ncn(-c3ccccc3)n2)cc1` gave HIF act 0.7, HSP90 refold inh 2, KLF5 inhibitor -32, Platelet DG rel 8, aSyn UTR inh -46, AI-2 QS mod 18, SKKanGAS inh -2, IEC-6 cytotox 2, HSF1 activator 9 and HSF1 inhib 3.
Cc1cccc(C)c1-n1c(C)nn(CCOc2ccccc2)c1=O was read as HIF act 0.4, HSP90 refold inh 3, KLF5 inhibitor -3, Platelet DG rel 3, aSyn UTR inh -8, AI-2 QS mod 31, SKKanGAS inh -2, IEC-6 cytotox 1, HSF1 activator 15 and HSF1 inhib -4.
Screening C=CCOC(=O)C1=C(C)Nc2nc3ccccc3n2C1c1ccncc1 (centres undefined) returned HIF act 0.1, HSP90 refold inh 4, KLF5 inhibitor -4, Platelet DG rel -1, aSyn UTR inh 11, AI-2 QS mod 21, SKKanGAS inh -1, IEC-6 cytotox -9, HSF1 activator 62* and HSF1 inhib 46.
CCSc1ccccc1C(=O)Nc1cc(C)on1 was read as HIF act 0.0, HSP90 refold inh -5, KLF5 inhibitor 8, Platelet DG rel -5, aSyn UTR inh -22, AI-2 QS mod 5, SKKanGAS inh -13, IEC-6 cytotox -2, HSF1 activator -22 and HSF1 inhib 0.
For COCCN(C(=S)Nc1ccccc1OC)C1CCN(C(C)=O)CC1 the results were HIF act 0.0, HSP90 refold inh 1, KLF5 inhibitor -18, Platelet DG rel 12, aSyn UTR inh 19, AI-2 QS mod 22, SKKanGAS inh 5, IEC-6 cytotox -3, HSF1 activator 4 and HSF1 inhib 1.
For O=C(CCN1C(=O)/C(=C\c2ccc(F)cc2)SC1=S)Nc1ccc(O)cc1 the results were HIF act -0.2, HSP90 refold inh 0, KLF5 inhibitor -23, Platelet DG rel 0, aSyn UTR inh -9, AI-2 QS mod 29, SKKanGAS inh -1, IEC-6 cytotox -1, HSF1 activator -1 and HSF1 inhib 3.
Screening CCOc1ccc(C(CC(=O)O)n2cnnn2)cc1OC (centres undefined) returned HIF act 0.4, HSP90 refold inh 2, KLF5 inhibitor -17, Platelet DG rel 6, aSyn UTR inh 11, AI-2 QS mod 14, SKKanGAS inh -16, IEC-6 cytotox -6, HSF1 activator -5 and HSF1 inhib -8.
`NC(=O)C(c1ccc(Br)cc1)c1ccc(C(=O)c2ccccc2)cc1` (centres undefined) gave HIF act -1.5, HSP90 refold inh -1, KLF5 inhibitor -17, Platelet DG rel -9, aSyn UTR inh 17, AI-2 QS mod 7, SKKanGAS inh 6, IEC-6 cytotox 8, HSF1 activator 10 and HSF1 inhib 4.
`Cc1noc(C)c1COc1ccc(C(=O)NCCc2ccccn2)cc1` gave HIF act 0.8, HSP90 refold inh -2, KLF5 inhibitor 23, Platelet DG rel -4, aSyn UTR inh -1, AI-2 QS mod 2, SKKanGAS inh -2, IEC-6 cytotox 2, HSF1 activator 14 and HSF1 inhib -4.
Cc1c(Br)c(C(N)=O)nn1C was read as HIF act -0.6, HSP90 refold inh -1, KLF5 inhibitor -22, Platelet DG rel -13, aSyn UTR inh -36, AI-2 QS mod 18, SKKanGAS inh -8, IEC-6 cytotox -1, HSF1 activator 0 and HSF1 inhib 3.
For Cc1ccc2cc(NC(=O)c3cccc(F)c3)ccc2n1 the results were HIF act 1.7, HSP90 refold inh 5, KLF5 inhibitor -162, Platelet DG rel 11, aSyn UTR inh -79, AI-2 QS mod 48, SKKanGAS inh -3, IEC-6 cytotox 4, HSF1 activator 36 and HSF1 inhib 43.
Screening O=C(Cc1cccc2ccccc12)NC(NC(=S)Nc1ccccc1Cl)C(Cl)(Cl)Cl (centres undefined) returned HIF act -0.2, HSP90 refold inh -2, KLF5 inhibitor -49, Platelet DG rel -6, aSyn UTR inh -17, AI-2 QS mod 8, SKKanGAS inh -14, IEC-6 cytotox 1, HSF1 activator 4 and HSF1 inhib -9.
For COCCNC(=O)C(=O)Nc1cc2c3c(c1)CCC(=O)N3CCC2 the results were HIF act 0.0, HSP90 refold inh 2, KLF5 inhibitor -30, Platelet DG rel -4, aSyn UTR inh -5, AI-2 QS mod 11, SKKanGAS inh -3, IEC-6 cytotox 7, HSF1 activator -10 and HSF1 inhib -4.
Screening Cc1n[nH]c(C)c1CCOc1ccc(C(C)C)cc1 returned HIF act 0.6, HSP90 refold inh -4, KLF5 inhibitor -76, Platelet DG rel -2, aSyn UTR inh -84, AI-2 QS mod 27, SKKanGAS inh 96*, IEC-6 cytotox 1, HSF1 activator 100* and HSF1 inhib 47.
CN1CCN(Cc2coc3c(Cl)cc(Cl)cc3c2=O)CC1 was read as HIF act -0.7, HSP90 refold inh -2, KLF5 inhibitor -3, Platelet DG rel -1, aSyn UTR inh 9, AI-2 QS mod 21, SKKanGAS inh -3, IEC-6 cytotox -4, HSF1 activator 7 and HSF1 inhib -5.
`CCOC(=O)c1c(NC(=O)COc2cccc3c2CCN(CC)C3=O)sc2c1CCC2` gave HIF act -0.2, HSP90 refold inh -3, KLF5 inhibitor -14, Platelet DG rel 8, aSyn UTR inh 12, AI-2 QS mod 26, SKKanGAS inh 8, IEC-6 cytotox 0, HSF1 activator -1 and HSF1 inhib 0.
`CCCC(=O)Nc1nc(-c2ccccc2)c(CC)s1` gave HIF act -0.2, HSP90 refold inh -3, KLF5 inhibitor -14, Platelet DG rel -3, aSyn UTR inh -1, AI-2 QS mod 13, SKKanGAS inh 15, IEC-6 cytotox -1, HSF1 activator 7 and HSF1 inhib 0.
For CC1CCCC(C)N1C(=O)c1cc(-c2ccc(Cl)c(Cl)c2)on1 (centres undefined) the results were HIF act 1.5, HSP90 refold inh 4, KLF5 inhibitor -39, Platelet DG rel -2, aSyn UTR inh -173, AI-2 QS mod 50, SKKanGAS inh -6, IEC-6 cytotox 0, HSF1 activator 6 and HSF1 inhib 0.
Screening Cc1noc(C(=O)NCc2ccc(F)cc2)c1Cl returned HIF act -0.1, HSP90 refold inh 2, KLF5 inhibitor -5, Platelet DG rel -4, aSyn UTR inh -6, AI-2 QS mod 16, SKKanGAS inh 0, IEC-6 cytotox 0, HSF1 activator 3 and HSF1 inhib -7.
COc1ccccc1NC(=O)c1cc2cc(Br)ccc2oc1=N was read as HIF act 1.2, HSP90 refold inh -6, KLF5 inhibitor -69, Platelet DG rel 0, aSyn UTR inh -60, AI-2 QS mod 5, SKKanGAS inh 7, IEC-6 cytotox 6, HSF1 activator 1 and HSF1 inhib 5.
For CC(C)CNc1oc(-c2ccc(F)cc2)nc1C#N the results were HIF act 0.9, HSP90 refold inh -4, KLF5 inhibitor -18, Platelet DG rel 5, aSyn UTR inh -33, AI-2 QS mod 12, SKKanGAS inh -7, IEC-6 cytotox 1, HSF1 activator 16 and HSF1 inhib 4.
For COC(=O)CSc1nc2cc(OC)ccc2cc1C#N the results were HIF act 3.4, HSP90 refold inh 2, KLF5 inhibitor -152, Platelet DG rel 3, aSyn UTR inh -133, AI-2 QS mod 27, SKKanGAS inh 12, IEC-6 cytotox 2, HSF1 activator 58* and HSF1 inhib 31.
Cc1ccc(CNC(=O)c2cccc(OCc3c(C)noc3C)c2)cc1 was read as HIF act -0.2, HSP90 refold inh 0, KLF5 inhibitor 15, Platelet DG rel -1, aSyn UTR inh -3, AI-2 QS mod 16, SKKanGAS inh -5, IEC-6 cytotox 3, HSF1 activator 2 and HSF1 inhib 6.
`Cc1ccc2nc(NC(=O)c3ccc(N4C(=O)CCC4=O)cc3)sc2c1` gave HIF act 1.0, HSP90 refold inh 0, KLF5 inhibitor -25, Platelet DG rel -3, aSyn UTR inh -25, AI-2 QS mod 16, SKKanGAS inh 44, IEC-6 cytotox -4, HSF1 activator 11 and HSF1 inhib 1.
`O=C1C(=O)N(CCCn2ccnc2)C(c2cccc(Br)c2)/C1=C(\O)c1ccc2c(c1)OCCO2` (centres undefined) gave HIF act 0.3, HSP90 refold inh 1, KLF5 inhibitor -33, Platelet DG rel 3, aSyn UTR inh -14, AI-2 QS mod 1, SKKanGAS inh 1, IEC-6 cytotox 4, HSF1 activator -3 and HSF1 inhib 1.
Screening CCOc1ccc2[nH]c(=O)c(CN(CCO)C(=O)c3ccccc3F)cc2c1 returned HIF act -0.3, HSP90 refold inh 2, KLF5 inhibitor -13, Platelet DG rel -2, aSyn UTR inh 14, AI-2 QS mod 6, SKKanGAS inh -4 and IEC-6 cytotox 1.

Compound activity as filed in PubChem.
